# FBPA Giardia inh: qHTS Assay for Inhibitors of Fructose-1,6-bisphosphate Aldolase from Giardia Lamblia; A8B2U2; purified Giardia FBPA; Potency, µM (top dose mostly 59.6 µM), for the others: at the highest dose activity, negative = inhibition, most hits filed as inhibitors; 290,000 compounds, 0.71% hits; active = well fitted inhibition curve with a large enough effect; inconclusive = small, poorly fitted or top-dose-only effect, or effect the other way; note: nearly all actives have a fitted effect of over 55% in size
# Target sequence (A8B2U2 whole entry, looked up): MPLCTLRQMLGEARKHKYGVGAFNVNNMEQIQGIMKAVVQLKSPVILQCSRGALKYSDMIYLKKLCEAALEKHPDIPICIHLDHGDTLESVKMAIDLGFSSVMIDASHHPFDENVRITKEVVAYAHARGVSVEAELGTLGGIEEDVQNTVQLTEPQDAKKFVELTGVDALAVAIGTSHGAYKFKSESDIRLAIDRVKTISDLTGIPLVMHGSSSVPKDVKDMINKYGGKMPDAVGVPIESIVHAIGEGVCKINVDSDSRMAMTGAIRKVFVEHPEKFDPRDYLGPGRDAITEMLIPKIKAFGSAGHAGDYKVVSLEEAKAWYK
#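 40 nM FBPA preincubated 10 min at RT with compound (up to 57.5 uM final), then substrate plus GAPDH/TPI/NAD/arsenate coupling and diaphorase/resazurin added. Fluorescence read after 20 min at RT, 525/598 nm.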
# Starred values were filed as active, the others as inactive; ? = inconclusive; & = joins results of further samples; [ ] = dose if it differs, or a comment. % is set by controls: 0 for no effect and ±100 for the full control effect; potency is the fitted concentration of half-maximal effect.
SMILES,FBPA Giardia inh
CC[C@H](C)[C@H](NC(=O)[C@H](Cc1ccc(O)cc1)NC(=O)[C@H](CCCNC(=N)N)NC(=O)[C@H](CCCNC(=N)N)NC(=O)[C@H](CC(C)C)NC(=O)[C@H](CCC(N)=O)NC(=O)[C@@H](NC(=O)[C@H](CCC(=O)O)NC(=O)[C@H](Cc1ccc(O)cc1)NC(=O)[C@H](CCC(N)=O)NC(=O)[C@H](C)NC(=O)[C@H](CCCNC(=N)N)NC(=O)[C@H](CCC(N)=O)NC(=O)[C@H](CCC(=O)O)NC(=O)[C@H](Cc1cnc[nH]1)NC(=O)[C@@H](NC(=O)[C@H](C)NC(=O)[C@H](Cc1ccc(O)cc1)NC(=O)[C@H](CC(=O)O)NC(=O)CNC(=O)[C@@H]1CCCN1C(=O)[C@H](Cc1ccc(O)cc1)NC(=O)[C@H](CCSC)NC(=O)[C@@H]1CCCN1C(=O)[C@H](CCC(=O)O)NC(=O)[C@H](CC(C)C)NC(=O)[C@@H]1CCCN1C(=O)[C@H](C)N)[C@@H](C)O)[C@@H](C)O)C(=O)N[C@@H](CC(N)=O)C(=O)N[C@H](C(=O)N[C@@H](CC(C)C)C(=O)N[C@H](C(=O)N[C@@H](CCCNC(=N)N)C(=O)N1CCC[C@H]1C(=O)N[C@@H](CCCNC(=N)N)C(=O)N[C@@H](Cc1ccc(O)cc1)C(N)=O)[C@@H](C)O)[C@@H](C)O,-1%
CCc1cc2c(nc1CC)CCN(CC/C(C)=N/O[C@@H]1O[C@H](COC(C)=O)[C@H](OC(C)=O)[C@H](OC(C)=O)[C@H]1OC(C)=O)C2,-1%[12.9 µM]
CCOc1cccc(C(=O)c2ccc(O)c(O)c2O)c1,20µM*
COc1ccc(-c2nnc3n2N=C(c2cccc(OC)c2)CS3)cc1,6%
COc1cc2nc(N(C)CCCNC(=O)[C@@H]3CCCO3)nc(N)c2cc1OC,-6%[21.7 µM]
O=C1C(CCC(O)c2ccc(F)cc2)C(c2ccc(O)cc2)N1c1ccc(F)cc1 (centres undefined),-5%
C[C@H]1C(=O)O[C@@H]2CCN3CC=C(COC(=O)[C@@](C)(O)[C@@]1(C)O)[C@H]23,5%[21.7 µM]
CC(=O)N1C2(C=CC1(C)C(=O)NCc1cc(F)cc(C(F)(F)F)c1)CCCCC2 (centres undefined),-7%
COc1cccc(CC(=O)N2CCc3nc(-c4ccc(OC)cc4C)c4c(c3C2)CO[C@@H](c2ccccc2)C4)c1,4%[12.9 µM]
Cc1ccccc1N1CCN(S(=O)(=O)CC23CCC(CC2NC(=O)C(N)CCS(C)(=O)=O)C3(C)C)CC1 (centres undefined),-3%
O=C(c1cnccn1)N1CCC2(CC1)CN(c1ccncc1)C2,-4%
C#CCCCO/N=C1/C[C@@H](O)[C@@H](O)[C@@H]2[C@@H]3C(=O)N(Cc4ccc5c(c4)OCO5)C(=O)[C@H]3CC[C@H]12,1%[12.9 µM]
CCCCCCCCCCCC(CC1OC(=O)C1CCCCCC)OC(=O)C(CC(C)C)NC=O (centres undefined),-12%
O=C(OC[C@@H](O)CO)c1ccccc1Nc1ccnc2cc(Cl)ccc12,-13%[21.7 µM]
C=CC1(C)CC(=O)C2(O)C(C)(O1)C(OC(C)=O)C(O)C1C(C)(C)CCC(O)C12C (centres undefined),8%&2%
CN1CCN(C(=O)c2nc3ccc(Cl)cc3[nH]2)CC1,4%
O=C(NC(NC(=S)Nc1ccc(F)c([N+](=O)[O-])c1)C(Cl)(Cl)Cl)C(c1ccccc1)c1ccccc1 (centres undefined),-7%&-5%
CNc1ncnc2c1ncn2[C@@H]1O[C@H](CO)[C@H](O)[C@H]1O,-3%
CO[C@@H]1C[C@H](O[C@H]2[C@@H](C)[C@H](O[C@@H]3O[C@@H](C)C[C@@H](N(C)C)[C@@H]3OC(C)=O)[C@H](C)C[C@]3(CO3)C(=O)[C@H](C)[C@H](OC(C)=O)[C@H](C)[C@H](C)OC(=O)[C@@H]2C)O[C@H](C)[C@@H]1OC(C)=O,-1%[21.7 µM]
CC(=O)OCC(NC(=O)C1CCCN1C(=O)OC(C)(C)C)C1OC(n2cc(F)c(=O)[nH]c2=O)C(OC(C)=O)C1OC(C)=O (centres undefined),5%
O=C(O)CCC/C=C\C[C@@H]1CO[C@H](C(F)(F)F)O[C@@H]1c1ccccc1O,18%
CCOC(=O)C(CCc1ccccc1)NC1CCc2ccccc2N(CC(=O)O)C1=O (centres undefined),0%&0%
N#CC(C#N)=NNc1ccc(OC(F)(F)F)cc1,13%&12%
COC(=O)[C@@H]1C[C@H]1[C@@H](NS(=O)(=O)c1ccc(-c2ccccc2)cc1)c1ccccc1,-11%
CCCCC#Cc1nc(NC)c2ncn([C@@H]3O[C@@H](CO)[C@H](O)[C@H]3O)c2n1,6%
O=C(Oc1ccccc1)N1CCC2(CC1)CCN(C(c1ccccc1)c1ccccc1)CC2,2%
COc1ccccc1-c1ccc2ncnc(NC3CCNCC3)c2c1,5%
OC[C@H]1NC[C@H](O)[C@@H](O)[C@H]1O,6%
CC(NC(=O)C1CCCN1C(=O)CN)C(=O)O (centres undefined),-6%
CC[C@@]1([C@@H]2O[C@@H]([C@H]3O[C@@](O)(CO)[C@H](C)C[C@@H]3C)C[C@@H]2C)CC[C@H]([C@]2(C)CC[C@]3(C[C@H](O)[C@@H](C)[C@@H]([C@@H](C)[C@@H](OC)C(C)C(=O)O)O3)O2)O1 (some centres undefined),3%
CCc1cccc2c3c([nH]c12)[C@@](CC)(CC(=O)O)OCC3,17%[21.7 µM]
CC1=C2C(=O)C3C(CC=C4C[C@@H](O)CC[C@@]43C)[C@@H]2CC[C@]12O[C@@H]1C[C@H](C)CN[C@H]1C2C (some centres undefined),2%
COC(=O)C/C=C\[C@@H](C)[C@@H](/C=N\O[C@@H](C)CN1CCCc2nc(C)c(C)cc21)NS(=O)(=O)c1ccc(C)cc1,-2%[12.9 µM]
CNc1ncncc1-c1ccccc1OC,-8%
COC(=O)C1=C(C)NC(C)=C(C(=O)OCCNCc2ccccc2)C1c1cccc([N+](=O)[O-])c1 (centres undefined),-21%
O=c1c(-c2cccc(Cl)c2)nc2cncnc2n1-c1ccccc1,0%
c1nc(N2CCOCC2)c2cc(-c3ccoc3)ccc2n1,-13%
CC[C@H](C)[C@H](NC(=O)[C@H](CO)NC(=O)[C@@H](NC(=O)[C@H](CO)NC(=O)[C@@H](NC(=O)[C@H](CC(N)=O)NC(=O)[C@H](Cc1ccccc1)NC(=O)[C@H](CO)NC(=O)[C@H](CS)NC(=O)[C@H](CC(N)=O)NC(=O)[C@H](CCCCN)NC(=O)[C@@H](NC(=O)[C@H](CCC(=O)O)NC(=O)CN)[C@@H](C)CC)[C@@H](C)CC)[C@@H](C)O)C(=O)N[C@@H](CCCN=C(N)N)C(=O)O,1%
CC(C)OC(=O)C[C@H](NC(=O)OC(C)(C)C)c1ccccc1,3%[12.9 µM]
Cc1cnc(CNc2ncncc2-c2cccc(NS(C)(=O)=O)c2)cn1,2%

# As a short view, part of the list above.
SMILES,FBPA Giardia inh
O=c1c(-c2cccc(Cl)c2)nc2cncnc2n1-c1ccccc1,0%
c1nc(N2CCOCC2)c2cc(-c3ccoc3)ccc2n1,-13%
CC[C@H](C)[C@H](NC(=O)[C@H](CO)NC(=O)[C@@H](NC(=O)[C@H](CO)NC(=O)[C@@H](NC(=O)[C@H](CC(N)=O)NC(=O)[C@H](Cc1ccccc1)NC(=O)[C@H](CO)NC(=O)[C@H](CS)NC(=O)[C@H](CC(N)=O)NC(=O)[C@H](CCCCN)NC(=O)[C@@H](NC(=O)[C@H](CCC(=O)O)NC(=O)CN)[C@@H](C)CC)[C@@H](C)CC)[C@@H](C)O)C(=O)N[C@@H](CCCN=C(N)N)C(=O)O,1%
CC(C)OC(=O)C[C@H](NC(=O)OC(C)(C)C)c1ccccc1,3%[12.9 µM]
Cc1cnc(CNc2ncncc2-c2cccc(NS(C)(=O)=O)c2)cn1,2%

# Following part
SMILES,FBPA Giardia inh
CCCN(CCC)[C@@H]1CCc2c(F)ccc(O)c2C1,-11%
FC(F)(F)c1ccc(C2[C@H]3CN(CC4CCCCC4)[C@H](c4ccccc4)C34CC2(c2ccccc2)C4)cc1 (some centres undefined),0%
CNc1nc(-c2ccccc2Cl)nc2ccccc12,-10%
COc1ccc(-c2nc3c(c4c2C[C@H](c2ccccc2)OC4)CN(C(=O)N[C@@H](C)c2ccccc2)CC3)c(C)c1,1%[12.9 µM]
CC1CC[C@@]2(OC1)OC1CC3C4CC=C5CC(O)CC[C@@]5(C)C4CC[C@]3(C)C1C2C (some centres undefined),-1%
CO[C@H]1COC(=O)[C@H]2CCCN2C(=O)C/C=C\[C@@H](C)[C@H](OC)COC(=O)C/C=C\[C@@H]1C,0%[12.9 µM]
COc1ccc(Oc2ncc3nc(-c4cc(F)cc(F)c4)c(=O)n(C4CC4)c3n2)cc1,0%
CN1CCN(c2ncc3nc(-c4cc(F)cc(F)c4)c(=O)n(-c4ccccc4)c3n2)CC1,-11%
CCN(CC)c1ccc(/C=N/NC(=O)c2ccc(O)cc2)cc1,-7%&-12%
NC(Cc1ccc(O)c(O)c1)C(=O)O (centres undefined),16µM*
Nc1nc2c(nc(Br)n2[C@@H]2O[C@H]3COP(=O)(O)O[C@H]3[C@@H]2O)c(=O)[nH]1,9%
OCCOCCN1CCN(Cc2cccc(Oc3ccccc3)c2)CC1,-14%
CO[C@@H]1COC(=O)C/C=C\[C@@H](C)[C@H](OC)COC(=O)[C@H](COCc2ccccc2)NC(=O)C/C=C\[C@H]1C,0%[12.9 µM]
N#CCCn1c(=O)c(-c2cccc(C#N)c2)nc2cnc(N3CCOCC3)nc21,6%
C[C@@H]1/C=C\CC(=O)OC[C@H](C)C(=O)N[C@@H](Cc2ccccc2)C(=O)OC1,0%[12.9 µM]
O=C(c1cnccn1)N1CCC2(CCCN(Cc3nccs3)C2)CC1,0%
CCCCCCCCCCCCC/C=C/[C@@H](O)[C@@H](N)COP(=O)([O-])OCC[N+](C)(C)C,13%
COc1ccc2c(=O)cc(-c3ccccc3)oc2c1O,-10%
COc1ccc(NC(=O)N2CCC3(CC2)CCN(C(=O)Oc2ccccc2)CC3)cc1,5%
COc1ccccc1N1CCN(CCCCNS(=O)(=O)c2cccc3c(N(C)C)cccc23)CC1,-6%

# Another view of some results above.
C[C@@H]1/C=C\CC(=O)OC[C@H](C)C(=O)N[C@@H](Cc2ccccc2)C(=O)OC1
  FBPA Giardia inh: 0%[12.9 µM]
O=C(c1cnccn1)N1CCC2(CCCN(Cc3nccs3)C2)CC1
  FBPA Giardia inh: 0%

# Remaining list, next part:
SMILES,FBPA Giardia inh
COc1ccc(-c2nc(C(=O)N3CCN(C)CC3)sc2-c2ccc(OC)cc2)cc1,-15%&5%
CC(=O)NCCNc1ncncc1-c1ccccc1CN(C)C,8%
O=C(CS(=O)C(c1ccccc1)c1ccccc1)NO (centres undefined),4%
N#Cc1cccc(-c2ccc3ncnc(NC4CCNCC4)c3c2)c1,0%
CC1=C(O)C(=O)[C@H]2O[C@@H]2C1=O,?
CCCN(CCC)[C@H]1CCc2c(F)ccc(O)c2C1,-11%
O=C(c1cccc(F)c1)N1CCC2(CC1)CN(c1ccccc1)C2,-1%
COc1ccc(-c2cc(=O)c3c(O)cc(O[C@@H]4OC(COC5OC(C)C(O)C(O)[C@@H]5O)C(O)C(O)C4O)cc3o2)cc1 (some centres undefined),-6%
C/C=C(/C)C(=O)O[C@H]1CC(C)=CC(=O)[C@@]2(C)CC[C@@](O)(C(C)C)[C@H]12,4%
CCn1cnc2c(Nc3cccc(Cl)c3)nc(N[C@@H]3CCCC[C@@H]3N)nc21,-6%

# Reprinted from the part before: three compounds, then new ones.
SMILES,FBPA Giardia inh
COc1ccc(-c2cc(=O)c3c(O)cc(O[C@@H]4OC(COC5OC(C)C(O)C(O)[C@@H]5O)C(O)C(O)C4O)cc3o2)cc1 (some centres undefined),-6%
C/C=C(/C)C(=O)O[C@H]1CC(C)=CC(=O)[C@@]2(C)CC[C@@](O)(C(C)C)[C@H]12,4%
CCn1cnc2c(Nc3cccc(Cl)c3)nc(N[C@@H]3CCCC[C@@H]3N)nc21,-6%
CN(C)C(=O)c1ccc(-c2nccc(N(C)Cc3ccco3)n2)cc1,-13%
CC(=O)N1CCC[C@@]2(CCN(Cc3nccs3)C2)C1,-2%
C=CCCCCCCCCC(=O)O,4%
N[C@@H](CCCCP(=O)(O)O)C(=O)O,0%
CC(C)CC(N)C(=O)NC(C)C(=O)O (centres undefined),-4%

# Bioassay records from PubChem.

# Not all compounds are listed; rates above refer to the full screens.
